Assay outcomes as filed in PubChem BioAssay.
RGS4 inhibitor: inhibitors of human regulator of G protein signaling 4 | P49798 | Transcreener GDP fluorescence polarization, RGS4-accelerated GTP hydrolysis | Potency, µM (highest dose often 114 µM), for inactives: top-dose activity change, negative = inhibition, most hits filed as inhibitors | actives 0.039% (n = 390,000) | AID 504845; also: potency is read from the fitted curve at half-maximal effect; % is scaled to controls: 0 for no effect and ±100 for the full control effect; nearly all actives have a fitted effect of over 75% in size; some results filed as inactive show a strong effect at the top dose
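MLSMR compounds (23 nl, pin-transferred) preincubated 10 min at room temperature with a 500nM (2x) first reagent, then RGS4 at 900nM (2x) plus Transcreener GDP mix added; fluorescence polarization (620/688 nm) read before and after 90 min at 30 °C.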
APEX1 inh: inhibitors of human APE1 endonuclease; P27695; recombinant APE1, TAMRA/BHQ-2 abasic DNA cleavage fluorescence; Potency, µM (titrated, usually from 65.8 µM), without a hit: at the highest dose activity change, negative = inhibition, actives largely listed as inhibitors; actives 0.35% (n = 350,000); AID 2517;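 also: potency is read from the fitted curve at half-maximal effect; plate controls were vehicle for no effect and reference inhibitor for full effect; nearly all actives have a fitted effect of over 55% in size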
Target sequence (P27695 whole entry, looked up): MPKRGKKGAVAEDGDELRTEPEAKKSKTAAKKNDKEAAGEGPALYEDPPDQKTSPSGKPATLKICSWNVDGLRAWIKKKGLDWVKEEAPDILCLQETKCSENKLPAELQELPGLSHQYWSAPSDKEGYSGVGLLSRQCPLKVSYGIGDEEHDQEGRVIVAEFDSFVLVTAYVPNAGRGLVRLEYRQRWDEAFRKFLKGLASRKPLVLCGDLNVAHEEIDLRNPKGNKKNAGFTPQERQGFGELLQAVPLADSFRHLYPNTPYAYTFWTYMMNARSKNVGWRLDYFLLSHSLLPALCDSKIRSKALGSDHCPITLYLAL
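Compound pre-exposure to 0.75 nM APE1, 15 min at ambient temperature. Reaction initiated with 50 nM TAMRA/BHQ-2 THF substrate, read immediately in kinetic mode, 525 nm excitation, 598 nm emission.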
Anesthetic bind: candidate novel general anesthetic via apoferritin binding. P02791. apoferritin/1-aminoanthracene competitive binding, fluorescence. Potency, µM (highest dose often 77.5 µM), for inactives: at the top dose activity change, negative = displacement, most hits filed as inhibitors. actives 0.074% (n = 350,000). AID 485281; also: potency is read from the fitted curve at half-maximal effect; % is scaled to controls: 0 for no effect and ±100 for the full control effect; nearly all actives have a fitted effect of over 20% in size
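Horse-spleen apoferritin (10 uM) was mixed with 50% saturated 1-aminoanthracene in PBS, exposed to compounds for 10 min at room temperature, and read for fluorescence (ex 380 nm, em 535 nm). Competitive displacement was fitted with a four-parameter Hill equation.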
ERG Ets-DNA blk: blocks human ERG Ets domain binding to DNA | actives 0.028% (n = 370,000) | fluorescence polarization, His-ERG Ets domain / labelled DNA | P11308 | Potency, µM (top dose mostly 76.9 µM), inactives show at the highest dose FP activity, negative = inhibition, hits mostly inhibitors; active = well fitted inhibition curve with a large enough effect in the polarisation, with a control signal flat; inconclusive = small, poorly fitted or top-dose-only effect, or effect the other way, or a change in a side signal; inactive = no such curve, though single readings can be large or run the other way; the % refers to the polarisation;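 also: polarization taken with two DNA probes labelled with fluorescein and Texas red; potency is read from the fitted curve at half-maximal effect; % of control where 0% means no effect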
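His-tagged ERG Ets domain (1 uM in the protein solution; 300mM KCl, 50mM Tris-HCl, 1mM EDTA, 1mM DTT, pH 7.5) received compound, then a probe mix of 5 nM fluorescein-DNA and 100nM Texas-615-DNA. Fluorescence polarization was read for both dyes.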
ALOX12 inh: inhibitors of human 12S-lipoxygenase ALOX12; P18054; purified 12hLO, xylenol orange hydroperoxide absorbance; Potency, µM (series often up to 108 µM), inactives show top-dose activity change, negative = inhibition, usual class: inhibitors; actives 1.1% (n = 580,000); AID 1671190; also: potency is read from the fitted curve at half-maximal effect; % is scaled to controls: 0 for no effect and ±100 for the full control effect
Target sequence (P18054 whole entry, looked up): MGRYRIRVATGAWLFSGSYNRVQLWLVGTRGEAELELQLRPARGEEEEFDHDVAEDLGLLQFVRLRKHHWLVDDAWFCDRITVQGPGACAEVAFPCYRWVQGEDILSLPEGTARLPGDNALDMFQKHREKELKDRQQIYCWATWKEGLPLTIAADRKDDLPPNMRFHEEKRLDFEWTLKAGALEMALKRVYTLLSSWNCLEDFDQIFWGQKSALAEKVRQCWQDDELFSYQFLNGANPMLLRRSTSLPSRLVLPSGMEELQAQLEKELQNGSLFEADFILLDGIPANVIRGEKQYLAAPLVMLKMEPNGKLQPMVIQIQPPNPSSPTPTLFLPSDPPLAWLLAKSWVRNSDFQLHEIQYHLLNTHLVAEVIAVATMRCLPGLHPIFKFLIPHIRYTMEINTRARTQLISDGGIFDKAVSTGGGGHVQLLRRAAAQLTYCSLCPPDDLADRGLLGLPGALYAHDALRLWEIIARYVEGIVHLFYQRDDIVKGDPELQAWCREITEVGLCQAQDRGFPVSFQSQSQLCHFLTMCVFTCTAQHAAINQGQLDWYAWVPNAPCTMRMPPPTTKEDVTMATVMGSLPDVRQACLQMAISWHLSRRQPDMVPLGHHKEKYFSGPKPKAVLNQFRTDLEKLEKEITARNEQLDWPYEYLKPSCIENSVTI
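Purified human 12hLO at 150 nM in 25 mM Hepes, 0.01% Triton X-100, pH 7.0, preincubated 15 min at room temperature with compound. Reaction started with 40 uM arachidonic acid, 30 min at room temperature. Hydroperoxide measured by Fe-xylenol orange, 573/405 nm absorbance ratio.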
POLK inh: inhibitors of human DNA polymerase kappa. Q9UBT6. purified Pol kappa, fluorescent DNA synthesis assay, 10 min. Potency, µM (doses to about 107 µM), for inactives: at the highest dose activity, negative = inhibition, most hits filed as inhibitors. actives 0.53% (n = 400,000); also: potency is read from the fitted curve at half-maximal effect; % is scaled to controls: 0 for no effect and ±100 for the full control effect
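First, compounds were pin-transferred onto 10 nM Pol kappa. After 15 min at room temperature, substrate was added to 50 nM final. Fluorescence was then measured kinetically at 0 and 10 min.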
Pol beta inh: inhibitors of human DNA polymerase beta. P06746. Pol beta primer extension/strand displacement, fluorescence kinetic. Potency, µM (highest dose often 114 µM), for inactives: at the highest dose activity change, negative = inhibition, usual class: inhibitors. actives 1.3% (n = 340,000). AID 485314; also: potency is read from the fitted curve at half-maximal effect; % is scaled to controls: 0 for no effect and ±100 for the full control effect
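10 nM enzyme + cpd, 15 min RT; start with substrate 50 nM final; read 0 min and after 10 min RT. Corrected, normalized data; 4-parameter Hill curve fit.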
LDHA block: LDHA (human) enzyme inhibition; P00338; purified LDHA, NADH/diaphorase-resazurin fluorescence; active compounds read low; activity change, % (values are at about 110 or 230 µM); actives 0.15% (n = 480,000); in the data active = activity change below about -30%; inconclusive = mostly about -25% to -30%;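 also: plate controls were DMSO wells for no effect and wells without enzyme for full effect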
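Remaining NADH was detected by diaphorase (0.133 mg/mL) converting 37 µM resazurin to fluorescent resorufin, read at 0 and 20 minutes. The preceding 5-minute room-temperature reaction used 2 nM LDHA, 0.2 mM sodium pyruvate and 0.06 mM NADH at pH 7.4.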
POLH inh: DNA polymerase eta (human) inhibition; Q9Y253; recombinant Pol eta, fluorescent DNA replication assay; Potency, µM (doses to about 114 µM), for the others: at the top dose activity change, negative = inhibition, actives largely listed as inhibitors; actives 1.2% (n = 390,000); AID 588591; also: potency is read from the fitted curve at half-maximal effect; % is scaled to controls: 0 for no effect and ±100 for the full control effect
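Fluorescent replication assay: 50 nM final substrate added after a 15 min room-temperature compound preincubation with 10 nM enzyme. Signal taken at 0 min and again at 10 min.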
* marks the source's active call; other numbers are inactive results; ? = inconclusive; . = no result given; & = joins results of further samples; [ ] = another dose, or the depositor's remark. Unless noted, calls follow the shape of the dose curve; as a rule, active = well fitted curve in the direction sought with a large enough effect; inconclusive = small, poorly fitted or top-dose-only effect, or another doubt; inactive = no such curve, though single readings can be large; an effect the other way counts as inactive or inconclusive. The list is partial; count on the stated rates, not on these rows.

SMILES	RGS4 inhibitor	APEX1 inh	Anesthetic bind	ERG Ets-DNA blk	ALOX12 inh	POLK inh	Pol beta inh	LDHA block	POLH inh
CCOCC(=O)Nc1ccc(S(=O)(=O)NCCc2ccccc2)cc1	-11.3%	4.3%	?	3.4%	0.0%	-6.5%	-0.5%	-1.6	-8.1%
O=C(NCc1ccccc1)C(=O)NCC(c1cccs1)S(=O)(=O)c1ccccc1 (centres undefined)	-3.1%	.	2.0%	4.9%	?	-6.8%[60.1 µM]	-0.8%	-5.1	-1.4%
Cc1ccc(S(=O)(=O)NNC2=NS(=O)(=O)c3ccccc32)c(C)c1	12.0%	-1.0%	-0.9%	6.0%	-16.5%	-9.5%	21.2%	-9.7	-13.7%
c1nc2n(n1)C1=C(CCCC1)C1(CCCCC1)N2	-8.2%	-2.3%	-1.2%	6.6%	2.4%	-4.7%	25.1%	-0.9	-7.3%
CN(C)c1ccc(N/C(N)=N/c2nc(C(F)(F)F)cc(C(F)(F)F)n2)cc1	6.7%	-1.3%	?	12.5%	1.7%	-14.2%	1.1%	7.6	-19.7%
Cc1csc(Sc2nc3c(c(=O)[nH]c(=O)n3C)n2CCCc2ccccc2)n1	10.1%	-0.2%	-13.2%	-4.2%	0.0%	-4.0%	17.1%	-2.6	-10.3%
O=S(=O)(Nc1cccc(Cl)c1)c1ccc2oc(=S)[nH]c2c1	?	-3.7%	?	11.2%	?	-4.4%	-4.7%	-15.4	10.5%
C[C@@H](C(=O)NCc1ccc(S(C)(=O)=O)cc1)[C@H]1C[C@]1(C)[C@H](NC(=O)OCc1ccccc1)c1ccccc1	3.9%	2.2%&-6.3%	3.3%&5.4%	-1.7%	-3.5%	-17.1%	7.5%	-14.7	-3.9%
Cc1ccc2nc(SC(C)C(=O)N3CCOCC3)[nH]c2c1 (centres undefined)	-14.0%	12.7%	1.4%	-6.9%	5.2%	-5.3%	-13.7%	-2.3	-21.9%
CCOC(=O)Cc1csc(NC(=O)c2ccc(OC)c(OC)c2)n1	-1.7%	3.0%	-7.5%	-7.2%	?	-7.1%	-2.1%	-4.7	-9.3%
COC(CNC(=O)c1cccnc1)OC	-1.2%	4.1%	-2.7%	-7.5%	10.5%	11.8%	34.4%	0.4	-6.9%
CNC(=O)c1cc2cc(Cl)cc(OC)c2oc1=O	-1.7%	.	.	2.3%	2.9%	-1.5%	.	5.5	-9.3%
O=C(NNC(=O)OCc1ccccc1)OCc1ccccc1	-6.1%	.	.	7.5%	23.2%	-18.1%	.	-5.7	-10.2%
Cc1ccc(S(=O)(=O)N(CC(=O)NCCC2=CCCCC2)Cc2ccccc2F)cc1	-33.3%	8.2%	47.3%[activator]	-7.1%	8.2%	-11.6%	-0.1%	-1.7	?
O=c1c(/C=N/O)c(Nc2ccccc2)nc2ccccn12	-7.6%	-7.1%	?	-6.6%	-3.4%	-5.3%	-0.7%	-4.1	-17.4%
Cc1cc(OCC(O)CN2CCCC2)cc(C)c1Cl (centres undefined)	34.7%	41.0%	-12.2%	1.8%	30.4%	-4.3%	?	-5.0	3.8%
N#Cc1c2c(c(=S)n(-c3ccccc3)c1N)CCCC2	-53.6%	-4.1%	-20.1%	-16.3%	5.5%	-0.7%	4.5%	14.5	-6.0%
CC(C)[C@H](NC(=O)NCCC1=CCCCC1)C(=O)O	19.8%[11.4 µM]	1.8%	4.8%	3.1%	12.5%	-7.0%	19.8%	-2.8	-6.4%
O=C(COC(=O)C1CC(=O)N(C2CCCCC2)C1)c1ccc(F)cc1 (centres undefined)	-14.5%	3.0%	-19.2%	1.2%	104.3%[activator]	-7.1%	-0.4%	-13.0	-16.2%
O=C(c1coc2ccc(O)c(CN3CCOCC3)c12)C1CC1	-14.5%	-7.2%	-10.8%	-5.9%	?	-22.2%	50.1%	1.1	-12.6%
CCSc1nnc(NC(=O)c2cccs2)s1	11.2%	-1.3%	-18.3%	-3.8%	6.9%	-10.4%	-25.2%	-1.8	-7.5%
CCNc1nc(NC(C)C)nc(NS(=O)(=O)c2ccc(N)cc2)n1	13.8%	0.3%	-12.2%	-1.5%	0.0%	-10.4%	5.6%	-4.2	4.0%
CCN(CC)S(=O)(=O)c1ccc(N2CCOCC2)c(NC(=O)c2ccco2)c1	-4.7%	-10.7%	.	-4.4%	5.3%	-12.8%	.	-5.5	-10.8%
Cc1ccc(OCC(=O)NNC(=O)CCC(=O)Nc2ccc(C)cc2C)cc1	20.5%	19.0%	-3.7%	-1.0%	13.7%	-6.4%	3.8%	-6.5	4.8%

Entries from the list above that have an aryl methoxy group:
SMILES	RGS4 inhibitor	APEX1 inh	Anesthetic bind	ERG Ets-DNA blk	ALOX12 inh	POLK inh	Pol beta inh	LDHA block	POLH inh
CCOC(=O)Cc1csc(NC(=O)c2ccc(OC)c(OC)c2)n1	-1.7%	3.0%	-7.5%	-7.2%	?	-7.1%	-2.1%	-4.7	-9.3%
CNC(=O)c1cc2cc(Cl)cc(OC)c2oc1=O	-1.7%	.	.	2.3%	2.9%	-1.5%	.	5.5	-9.3%

(listing goes on)
SMILES	RGS4 inhibitor	APEX1 inh	Anesthetic bind	ERG Ets-DNA blk	ALOX12 inh	POLK inh	Pol beta inh	LDHA block	POLH inh
Cc1cc(N2CCCC(C(=O)Nc3cccc(Cl)c3)C2)n2ncnc2n1 (centres undefined)	-11.1%	2.8%	-10.4%	-6.6%	4.4%	0.1%	-20.4%	-4.2	-20.9%
CCCc1nnc(SCC(=O)Nc2nnc(CC)s2)n1CC1CCCO1 (centres undefined)	4.2%	15.8%	30.6%[activator]	11.3%	-16.1%	-7.5%	21.3%	-2.8	-22.2%
CCCCCC(=C/c1ccccc1)/C=N/Nc1ccc(S(=O)(=O)N2CCOCC2)cc1[N+](=O)[O-]	-5.4%	.	.	-4.2%	-5.2%	0.6%	.	-5.2	-10.3%
O=C(CCCc1ccccc1)NCCS(=O)(=O)N1CCN(c2ccccc2F)CC1	-25.5%	7.3%	.	-5.4%	6.5%	0.0%	.	-0.6	-15.6%
CC(=O)C1=C(C)NC(SCC(=O)Nc2nc3ccccc3s2)=C(C#N)C1c1ccc(Cl)cc1 (centres undefined)	-45.0%	-9.7%	?	-14.4%	?	-22.6%	-15.8%[57.1 µM]	0.3	-19.2%
O=C(COC(=O)CCSc1ccc(Cl)cc1)Nc1ccc(F)cc1	-0.3%	2.2%	-17.5%	1.8%	-21.5%	-12.7%	32.7%	-6.4	-21.7%
Cc1ccn2c(Nc3ccc4c(c3)OCO4)c(-c3ccco3)nc2c1	2.7%	.	2.7%	0.3%	-23.4%	10.9%	-3.0%	6.4	-7.0%
O=C(CCN(CCO)Cc1ccccc1)Nc1ccc(Br)cc1	-6.9%	13.1%	-12.8%	-10.7%	?	-28.9%	11.4%	-9.7	-10.7%
COc1ccc(C2c3[nH]c4ccccc4c3CCN2C(=O)c2cn3ccccc3n2)c(F)c1 (centres undefined)	1.2%	-1.4%	1.8%	4.3%	11.8%	-11.5%	7.3%	-14.5	-3.6%
O=C(NCc1ccccc1)C12CC3CC(CC(Br)(C3)C1)C2	0.9%	17.4%	-16.6%	7.8%	6.9%	-5.1%	29.5%	3.4	-11.5%
COc1cc2[nH]c(=S)n(CCN3CCCCC3C)c(=O)c2cc1OC (centres undefined)	-13.0%	6.3%	-2.8%	-1.4%	-0.6%	2.0%	-18.9%	2.6	-5.2%
O=C(NCc1ccc(F)cc1)c1cnc2n(c1=O)CCS2	-11.9%	0.1%	-3.2%	-6.9%	0.2%	-5.9%	15.8%	-7.1	-2.1%
O=S(=O)(Cc1ccccc1)Oc1ccccc1	-12.0%	-15.2%	-7.0%	-4.4%	-12.2%	-28.3%	95.8%	-2.5	-11.8%
N#C/C(=C\c1ccc[nH]1)C(=O)NC1CC1	-5.6%	-1.0%	?	.	7.9%	-0.8%	0.5%	-12.0	-3.9%
COc1cccc(N2[C@@H](CC(C)=O)c3ccccc3S2(=O)=O)c1	-10.9%	.	.	3.0%	-1.9%	1.0%&-9.0%	.	-0.9	-9.7%
COc1ccc(CNC(=O)c2cc3c(s2)CN(Cc2ccccc2)C3)cc1	-8.3%	5.2%	?	8.1%	0.0%	-3.0%	7.8%	-8.3	-19.6%
CNc1ncnc(Sc2nc(N)nc3nc[nH]c23)c1[N+](=O)[O-]	-37.0%	.	.	10.6%	-20.5%	-19.1%	.	2.4	1.8%
O=[N+]([O-])c1cccc(N(CC(O)CN2CCCC2)S(=O)(=O)c2ccccc2)c1 (centres undefined)	-22.9%	-3.8%	-6.2%	0.7%	130.5%	-1.7%	4.8%	-6.6	-14.4%
Cc1ccc(NC(=O)Cn2nnc(C(=O)NCc3ccco3)c2N)c(C)c1	-36.3%[56.9 µM]	52.3%[activator]	12.3%	8.0%	-20.1%	-38.8%	?	-2.2	?
CC(=O)NCC(=O)N(C)C(C(=O)Nc1ccc(C(C)C)cc1)c1ccccc1 (centres undefined)	55.2%[activator]	16.2%	-15.7%	3.9%	-27.0%	-15.7%	18.0%	-1.7	5.9%
O=S(=O)(Nc1ccc(S(=O)(=O)N2CCCC2)cc1)c1ccc(F)cc1F	10.5%	47.7%[activator]	.	2.1%	-8.6%	-23.7%	.	-6.6	-2.0%
C=CCNC(=O)C(C)N1C(=O)c2ccccc2C1=O (centres undefined)	12.4%	24.1%	-8.6%	2.3%	21.3%	-15.9%	3.5%	-3.2	-1.0%
